Assay outcomes: PubChem, National Center for Advancing Translational Sciences (NCATS)
APEX1 inh – APE1 (human) endonuclease inhibition; P27695; recombinant APE1, TAMRA/BHQ-2 abasic DNA cleavage fluorescence; 0.35% of 350,000 active; Potency, µM (top dose mostly 65.8 µM), without a hit: at the top dose activity change, negative = inhibition, actives largely listed as inhibitors; AID 2517;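 note: plate controls were vehicle for no effect and reference inhibitor for full effect; nearly all actives have a fitted effect of over 55% in size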
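Activity was derived from the fluorescence gain between first and third kinetic reads (60 s intervals, ex 525/em 598 nm) after 50 nM THF-abasic TAMRA/BHQ-2 duplex was added to 0.75 nM APE1 preincubated 15 min with compound.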
G9a inh – inhibitors of human histone lysine methyltransferase G9a; 8.8% of 350,000 active; Q96KQ7; G9a H3K9 monomethylation, AlphaScreen, 2 h; Potency, µM (highest dose often 102 µM), without a hit: at the highest dose activity, negative = inhibition, actives largely listed as inhibitors; note: % is set by controls: 0 for no effect and ±100 for the full control effect; nearly all actives have a fitted effect of over 75% in size
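AlphaScreen detection with an anti-monomethyl H3K9 antibody quantified product after a 2 h room-temperature reaction containing 500 nM biotinylated H3K9 peptide, 20 µM SAM and 20 nM enzyme, which had been preincubated 15 min with compound.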
Pol eta inh – blocks human DNA polymerase eta activity | Q9Y253 | recombinant Pol eta, fluorescent DNA replication assay | Potency, µM (highest dose often 114 µM), for the others: at the top dose activity change, negative = inhibition, usual class: inhibitors | 1.2% of 390,000 active; note: % is set by controls: 0 for no effect and ±100 for the full control effect
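Fluorescent replication assay: 50 nM final substrate added after a 15 min room-temperature compound preincubation with 10 nM enzyme. Signal taken at 0 min and again at 10 min.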
BLM helicase inh – blocks DNA unwinding by human BLM helicase; P54132; recombinant BLM DNA unwinding, fluorescence dequenching; Potency, µM (doses to about 56.1 µM), for inactives: top-dose activity change, negative = inhibition, usual class: inhibitors; 0.2% of 350,000 active;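 note: plate controls were vehicle for no effect and no enzyme for full effect; nearly all actives have a fitted effect of over 35% in size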
Target sequence (P54132 whole entry, looked up): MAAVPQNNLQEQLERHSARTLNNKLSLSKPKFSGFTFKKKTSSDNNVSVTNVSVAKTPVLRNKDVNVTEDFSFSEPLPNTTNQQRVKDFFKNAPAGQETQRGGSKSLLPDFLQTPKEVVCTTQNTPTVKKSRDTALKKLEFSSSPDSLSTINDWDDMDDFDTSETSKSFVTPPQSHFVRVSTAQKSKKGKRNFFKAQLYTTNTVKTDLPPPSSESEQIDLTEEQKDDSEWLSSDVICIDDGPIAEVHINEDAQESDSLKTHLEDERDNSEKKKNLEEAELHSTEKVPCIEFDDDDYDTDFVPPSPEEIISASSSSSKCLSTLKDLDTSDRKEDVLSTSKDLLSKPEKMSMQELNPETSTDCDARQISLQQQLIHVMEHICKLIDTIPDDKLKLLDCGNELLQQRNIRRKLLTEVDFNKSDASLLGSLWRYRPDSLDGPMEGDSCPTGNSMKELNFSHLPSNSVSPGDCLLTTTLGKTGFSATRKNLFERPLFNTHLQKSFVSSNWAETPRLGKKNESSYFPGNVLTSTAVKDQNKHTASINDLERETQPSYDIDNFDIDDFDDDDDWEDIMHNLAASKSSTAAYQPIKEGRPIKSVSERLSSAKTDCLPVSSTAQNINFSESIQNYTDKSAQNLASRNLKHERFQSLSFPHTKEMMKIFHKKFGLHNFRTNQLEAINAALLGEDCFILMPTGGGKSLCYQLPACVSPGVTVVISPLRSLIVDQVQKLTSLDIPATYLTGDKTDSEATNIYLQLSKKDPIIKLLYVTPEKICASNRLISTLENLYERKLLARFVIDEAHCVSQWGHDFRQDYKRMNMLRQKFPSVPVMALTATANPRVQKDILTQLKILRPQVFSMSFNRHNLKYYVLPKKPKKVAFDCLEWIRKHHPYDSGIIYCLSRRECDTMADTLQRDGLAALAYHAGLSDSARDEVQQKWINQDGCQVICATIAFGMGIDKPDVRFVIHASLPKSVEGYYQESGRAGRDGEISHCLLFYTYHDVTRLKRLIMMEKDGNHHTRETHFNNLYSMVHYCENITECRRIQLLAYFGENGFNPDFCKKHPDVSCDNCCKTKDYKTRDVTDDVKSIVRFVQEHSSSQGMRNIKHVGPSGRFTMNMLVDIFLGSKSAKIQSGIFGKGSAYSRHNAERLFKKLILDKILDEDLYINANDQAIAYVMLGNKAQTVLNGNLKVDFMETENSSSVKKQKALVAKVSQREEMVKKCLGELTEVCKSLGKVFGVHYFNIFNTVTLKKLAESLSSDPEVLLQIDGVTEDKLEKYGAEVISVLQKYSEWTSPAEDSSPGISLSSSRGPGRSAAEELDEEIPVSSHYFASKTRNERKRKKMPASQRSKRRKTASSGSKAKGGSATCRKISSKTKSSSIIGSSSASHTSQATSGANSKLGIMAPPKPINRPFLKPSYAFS
POLB inh – blocks human DNA polymerase beta activity; Potency, µM (series often up to 114 µM), inactives show at the highest dose activity change, negative = inhibition, most hits filed as inhibitors; P06746; Pol beta primer extension/strand displacement, fluorescence kinetic; 1.3% of 340,000 active; note: % is set by controls: 0 for no effect and ±100 for the full control effect
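Pol beta (10 nM) was preincubated with compound for 15 min at room temperature. The reaction was then started with 50 nM substrate and read immediately and after a further 10 min at room temperature.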
BAZ2B block – blocks human BAZ2B | 4.4% of 360,000 active | Potency, µM (doses to about 114 µM), for inactives: top-dose activity change, negative = inhibition, usual class: inhibitors | AlphaScreen BAZ2B-H3K14Ac peptide displacement; note: % is set by controls: 0 for no effect and ±100 for the full control effect; nearly all actives have a fitted effect of over 60% in size
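Protein-peptide AlphaScreen: BAZ2B 50 nM, b-H3K14Ac 50 nM, 1x PBS pH 7.4 + 0.01% Tween-20. Preincubation 30 min RT; cpd 30 min RT (top 110 uM); beads 20 min RT, light-protected.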
Apoferritin bind – binds horse apoferritin like a general anesthetic. P02791. Potency, µM (highest dose often 77.5 µM), for the others: top-dose activity change, negative = displacement, usual class: inhibitors. apoferritin/1-aminoanthracene competitive binding, fluorescence. AID 485281. 0.074% of 350,000 active; note: % is set by controls: 0 for no effect and ±100 for the full control effect; nearly all actives have a fitted effect of over 20% in size
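10 uM apoferritin + 50% sat. 1-AMA, PBS; cpd 10 min RT; Ex380/Em535 endpoint; normalized to free probe vs complex; 4-param Hill fit; propofol titration as pos. ctrl.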
POLK inh – inhibitors of human DNA polymerase kappa; purified Pol kappa, fluorescent DNA synthesis assay, 10 min; Potency, µM (top dose mostly 107 µM), for the others: at the top dose activity, negative = inhibition, most hits filed as inhibitors; 0.53% of 400,000 active; AID 588579; note: % is set by controls: 0 for no effect and ±100 for the full control effect
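Fluorescent qHTS in 1536-well format: enzyme (10 nM) and compound sat 15 min at room temperature before 50 nM substrate (final) was added. Signal taken at 0 and 10 min; no-enzyme buffer wells were negative controls.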
Pol iota inh – DNA polymerase iota (human) inhibition. 1% of 390,000 active. Pol iota fluorescent replication assay, 10 min. Potency, µM (highest dose often 115 µM), without a hit: top-dose activity, negative = inhibition, hits mostly inhibitors. AID 588590
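Pol iota at 10 nM preincubated 15 min with compounds at room temperature; reaction started with fluorescent substrate, 50 nM final. Fluorescence read kinetically at 0 and 10 min; buffer-only wells as negative control.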
* marks the source's active call; other numbers are inactive results; ? = inconclusive; . = not tested or not shown; [ ] = dose if it differs, or a comment. Calls come from the whole dose curve; as a rule, active = well fitted curve in the direction sought with a large enough effect; inconclusive = small, poorly fitted or top-dose-only effect, or another doubt; inactive = no such curve, though single readings can be large; an effect the other way counts as inactive or inconclusive. Potency is the fitted concentration of half-maximal effect.

SMILES	APEX1 inh	G9a inh	Pol eta inh	BLM helicase inh	POLB inh	BAZ2B block	Apoferritin bind	POLK inh	Pol iota inh
CCN(CC)C(=O)c1c(Cl)nc(C)c([N+](=O)[O-])c1C	-2%	-10%	-17%	2%	2%	8%	-4%	-5%	152%[activator]
O=C(CSc1nc2ccccc2n1CCc1ccccc1)NC1CC1	4%	?	-11%	-15%	3%[57.1 µM]	-5%	-5%	-3%	0%
Cc1nonc1NC(=O)CSc1nnc(-c2ccoc2C)n1-c1cccc(Cl)c1	-2%	?	-16%	3%	3%	-9%	-6%	-1%	17%
CCN(CC)c1ccc(S(=O)(=O)N2CCOCC2)cc1NC(=O)CSC(=S)N1CCCC1	10%	7.9µM*	-15%	-6%	8%	-24%	-5%	2%	-4%
O=C(NCc1cccc(C(F)(F)F)c1)C1CC(c2ccc(C(F)(F)F)cc2)=NO1 (stereo not drawn)	17%	14%[12.7 µM]	-19%	-7%	21%	6%	5%	-9%	22%
COc1cc(/C=C/C(=O)O)cc2c1OCCO2	-14%	?	-12%	-3%	?	.	0%	-35%	?
Cc1cc(C)n(-c2nc3ccccc3n3nnnc23)n1	6%	?	-7%	4%	-3%	0%	-4%	4%	-4%
O=S(=O)(Cc1nnnn1-c1ccccc1)c1ccc(F)cc1	9%	1%	-14%	-2%	-2%	-3%	-7%	7%	25%
Cc1ccc(/C=N/NC(=O)c2csc(C)c2)o1	5%	?	-16%	-7%	4%	0%	2%	-31%	9%
Cc1cccc(/C(N)=N/OC(=O)Cc2cccc3ccccc23)c1	3%	76%[activator]	6%	-9%	-21%	84%[activator]	8%	-13%	63%[activator]
COc1ccc(Cc2nc(C(=O)NCc3ccccc3OC)cs2)cc1	-4%	-8%	-21%	-9%	-5%	12%	-11%	-5%	?
O=C(N/N=C/c1c[nH]c2ccc(Br)cc12)c1ccn(Cc2ccc(Cl)cc2Cl)n1	9%	25%[59 µM]	-21%	-11%	16%	-3%	-4%	-17%	8%
COc1ccc(C(=O)N2CCN(c3cccc(Cl)c3)CC2)c(OC)c1	-1%	-3%[12.7 µM]	-12%	-11%	18%	-6%	-7%	-6%	10%
CC(C)CSc1ncc(-c2cccc(C(F)(F)F)c2)cn1	-7%	7%[12.7 µM]	-14%	-5%	4%	78%[activator]	-17%	-5%	11%
C/C(=N\NC(=O)c1cc(-c2cccc([N+](=O)[O-])c2)n[nH]1)c1ccc(F)cc1	?	-35%	-7%	-3%	2%	-17%	-7%	-13%	47%[activator]
CCOc1ccc(NS(=O)(=O)c2ccc3c4c(cccc24)C(=O)N3)cc1	.	-48%[59 µM]	-2%	-6%	-20%	-39%	-14%	-17%	-18%
CC(=O)Nc1ccc(NC(=O)Nc2sc3nc4n(c(=O)c3c2C)CCC(C)CC4)cc1 (stereo not drawn)	.	-11%[59 µM]	-5%	-11%	-9%	-1%	111%[activator]	-9%	14%
Cc1cc(N(C)C)nc(Cl)n1	12%	.	.	3%	.	.	8%	-9%[12 µM]	.
COc1ccc(CN2CCC(N(CCc3ccccc3)Cc3ccccc3)CC2)c(OC)c1	10%	?	-10%	5%	0%	40µM*	-18%	1%	54%[activator]
CCc1noc(-c2ccc(NCc3ccccc3)c([N+](=O)[O-])c2)n1	.	-20%[59 µM]	-3%	-3%	-3%	-6%	-10%	-4%	-23%
CCN(c1ccc(C)cc1C)S(=O)(=O)c1nnc(NC(=O)CC(C)C)s1	.	2%[59 µM]	-2%	-2%	9%	-1%	-3%	3%	15%
COc1ccc(CNC(=O)CN2C(=O)COc3ccc(S(=O)(=O)N4CCCC4)cc32)cc1	29%	44%[activator]	1%	1%	20%	-8%	-5%	4%	8%
Clc1ccc(-c2nnc(-c3ccco3)nc2N2CCCCC2)cc1	20%	10µM*	?	?	40µM*	50µM*	-12%	-18%	-8%
O=C(NCCc1ccc(C(F)(F)F)cc1)C1CCC(=O)N(C2CC2)C1 (stereo not drawn)	40%	47%	-14%	0%	3%	1%	-4%	-20%	21%
Cc1cc(Nc2ccccc2)nn1C(=O)c1ccc(Br)cc1	-6%	9%	3%	0%	-25%	-1%	8%	-2%	6%
OC(c1ccc(F)cc1)(C1CCCCC1)C(CN1CCOCC1)c1ccccc1 (stereo not drawn)	3%	12%[0.501 µM]	-5%	-6%	30%	-25%	-22%	-1%	3%
Cc1cc(C)c(C(=O)CSc2n[nH]c(=O)n2C2CC2)cc1C	-6%	1%[12.7 µM]	9%	1%	8%	-5%	1%	-6%	-3%
CCC(C(=O)Nc1ccc(N2CCOCC2)c(S(=O)(=O)Nc2ccccc2OC)c1)c1ccccc1 (stereo not drawn)	33%	.	-23%	.	.	.	.	-6%	77%[activator]
O=C(NCc1ccccn1)C(=O)NCc1ccccn1	4%	-6%	-13%	-5%	-9%	29%	1%	5%	21%
Cc1nn(-c2ccc(F)cc2)c2nc(N)c(C#N)c(-c3cccs3)c12	-9%	46%[12.7 µM]	-14%	-14%	-27%	33%[activator]	-12%	-4%	7%
Cc1cccn2c(Nc3ccc4c(c3)OCCO4)c(-c3ccc(Br)o3)nc12	.	11µM*	-13%	-12%	16%	11µM*	10%	-9%	-13%
COC(=O)c1ccc(-n2nnnc2SCC(=O)Nc2ccccc2OC)cc1	0%	3%	2%	-6%	34%	1%	0%	-2%	30%
CCc1ccccc1NC(=O)N1CCc2ccccc21	3%	.	-15%	-4%	23%	3%	-20%	4%	43%[activator]
O=C(N/N=C/c1cccc(Oc2ccccc2)c1)c1cccc(Br)c1	-6%	50%[activator]	-7%	-8%	-11%	-2%[57.1 µM]	-22%	5%	26%
COCCn1nnnc1C(c1ccc(OC)c(OC)c1)N1CCN(c2nc3ccccc3s2)CC1 (stereo not drawn)	-5%	12%[59 µM]	-20%	-4%	-14%	-12%	3%	-1%	0%
COc1ccc(-c2noc(CSc3ccccc3)n2)cc1OC	?	181%[activator]	-8%	-9%	-9%	84%[activator]	-3%	-10%	2%
CN(C)CCCNC(=O)C[C@H]1C[C@H](C(=O)N2CCCCC2)[C@@]2(CCc3ccccc3)c3[nH]c4cc(CCC(=O)N(C)C)ccc4c3CCN2C1=O	-3%	.	-16%	.	.	.	.	1%	18%
CCN1CCN(C(=O)CNC(=O)c2nn(-c3ccc(OC)cc3)c(=O)c3ccccc23)CC1	8%	-4%	-3%	2%	9%	8%	-1%	-6%	135%[activator]
CN(CC1CCCN(CCc2ccc(Cl)cc2)C1)C(=O)c1ccoc1 (stereo not drawn)	29%	21%	-26%	0%	3%	-14%	-10%	-7%	17%
Cc1c(/C=N/NC(=O)CNc2ccccc2)c2ccccn2c1C(=O)c1ccccc1	-4%	40µM*	-8%	-7%	11%[57.1 µM]	-22%	-15%	4%	17%

Shown in CSV form: entries from further up
smiles,APEX1 inh,G9a inh,Pol eta inh,BLM helicase inh,POLB inh,BAZ2B block,Apoferritin bind,POLK inh,Pol iota inh
O=C(NCc1ccccn1)C(=O)NCc1ccccn1,4%,-6%,-13%,-5%,-9%,29%,1%,5%,21%
Cc1c(/C=N/NC(=O)CNc2ccccc2)c2ccccn2c1C(=O)c1ccccc1,-4%,40µM*,-8%,-7%,11%[57.1 µM],-22%,-15%,4%,17%
COCCn1nnnc1C(c1ccc(OC)c(OC)c1)N1CCN(c2nc3ccccc3s2)CC1 (stereo not drawn),-5%,12%[59 µM],-20%,-4%,-14%,-12%,3%,-1%,0%
CCC(C(=O)Nc1ccc(N2CCOCC2)c(S(=O)(=O)Nc2ccccc2OC)c1)c1ccccc1 (stereo not drawn),33%,.,-23%,.,.,.,.,-6%,77%[activator]
Cc1cccn2c(Nc3ccc4c(c3)OCCO4)c(-c3ccc(Br)o3)nc12,.,11µM*,-13%,-12%,16%,11µM*,10%,-9%,-13%
Clc1ccc(-c2nnc(-c3ccco3)nc2N2CCCCC2)cc1,20%,10µM*,?,?,40µM*,50µM*,-12%,-18%,-8%

Continued.
SMILES	APEX1 inh	G9a inh	Pol eta inh	BLM helicase inh	POLB inh	BAZ2B block	Apoferritin bind	POLK inh	Pol iota inh
O=C(O)CCc1ccc(S(=O)(=O)Nc2ccc(OCc3ccccc3)cc2)cc1	-8%	45µM*	22µM*	0%	?	-14%	-6%	?	?
O=C(CSC1CN(C(c2ccccc2)c2ccccc2)C1)N/N=C/c1ccc(Cl)cc1Cl	0%	-7%	-20%	-14%	?	-11%	-6%	-9%	26%
CCC(C)NCC(=O)Nc1ccc(-c2nc3cc(NC(=O)CNC(C)CC)ccc3o2)cc1 (stereo not drawn)	-2%	10%[12.7 µM]	-13%	4%	11%	-2%	-4%	0%	18%
COc1cc(Cl)c(C)cc1NC(=O)c1sc2nc(C)cc(C)c2c1N	.	4%[59 µM]	-20%	-2%	3%	4%	17%	3%	37%[activator]
COc1ccccc1NC(=O)c1sc2nc(-c3cc4cc(Cl)ccc4oc3=O)[nH]c(=O)c2c1C	.	3%[59 µM]	-10%	-3%	-2%	-9%	-11%	-20%	7%
CCc1ccc(NC(=O)CC(c2ccc(C)cc2)N2Cc3ccccc3C2=O)cc1 (stereo not drawn)	.	?	-14%	0%	9%	0%	-15%	-2%	7%
COc1ccc(C(=O)C2CCCN(Cc3ccc4nonc4c3)C2)c(C)c1 (stereo not drawn)	-1%	88%[activator]	-11%	-8%	-1%	4%	6%	5%	12%
O=C1CC(SC(=Nc2ccccc2)Nc2ccccc2)C(=O)N1c1cccc2ccccc12 (stereo not drawn)	-4%	4%[0.501 µM]	-16%	-10%	22%	1%	-7%	-14%	-4%
CCn1c(/C=C/c2c[nH]c3ccccc23)nc2ccccc2c1=O	-1%	2%	-2%	-8%	?	-5%	4%	-4%	78%[activator]
N#CCCN(NC1=NS(=O)(=O)c2ccccc21)C(=O)c1ccccc1Br	1%	-3%[2.33 µM]	-13%	-1%	3%	-1%	-11%	-1%	4%
CCC(C)NC(=O)Cn1c(=O)n(CC2CCC(C(=O)NC)CC2)c(=O)c2sccc21 (stereo not drawn)	.	3%[59 µM]	0%	1%	2%	-1%	-2%	5%	-4%
CC1CC(C)CN(Cc2nc3c(c(=O)n(C)c(=O)n3C)n2CCN2CCOCC2)C1 (stereo not drawn)	10%	-5%[59 µM]	-5%	0%	10%	5%	-10%	-6%	-4%

The list is partial (hit frequency here may not be typical).
